PI5P4K alpha inh – qHTS for Inhibitors of phosphatidylinositol 5-phosphate 4-kinase (PI5P4K). Phosphatidylinositol 5-phosphate 4-kinase type-2 alpha (Homo sapiens), P48426. PI5P4Kalpha enzyme, ADP-Glo luminescence, 60 min; hits give low values. max response, %. 330,000 tested, 1.2% active. AID 652105, 2013; active = max response of -50% or lower; inconclusive = between -30% and -50%; inactive = -30% or higher; note: value at the top dose of about 77 µM; % is set by controls: 0 for no effect and ±100 for the full control effect
Target sequence (P48426 whole entry, looked up): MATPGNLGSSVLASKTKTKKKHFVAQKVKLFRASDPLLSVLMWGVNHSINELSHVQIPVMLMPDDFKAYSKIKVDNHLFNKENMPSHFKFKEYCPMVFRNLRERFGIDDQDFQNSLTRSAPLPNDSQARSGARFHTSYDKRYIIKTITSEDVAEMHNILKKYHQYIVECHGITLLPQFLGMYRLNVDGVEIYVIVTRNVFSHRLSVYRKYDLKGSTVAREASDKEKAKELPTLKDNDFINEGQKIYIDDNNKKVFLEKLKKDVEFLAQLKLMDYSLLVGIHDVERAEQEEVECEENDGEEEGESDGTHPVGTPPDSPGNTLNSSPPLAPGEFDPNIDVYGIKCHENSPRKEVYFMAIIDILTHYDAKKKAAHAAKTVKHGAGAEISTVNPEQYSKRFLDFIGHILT
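Compounds were pin-transferred onto PI5P4Kalpha and substrate in HEPES pH 7.4 buffer with EGTA, CHAPS and 5% DMSO. ATP (5 microM final) started the reaction, which ran 60 minutes at room temperature before ADP-Glo detection.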
CCT chaperon mod – High-Throughput Screening for Modulators of Cytosolic Chaperonin Activity | purified chaperonin ATPase assay, HTRF ADP detection, 30 min | 360,000 tested, 0.3% active | activity change, % (concentration not given with the values), hits read low; in the data active = activity change below about -30%; note: % is set by controls: 0 for no effect and ±100 for the full control effect
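TRiC (40 or 20 nM final, by batch activity) in 30 mM Tris pH 7.4, 100 mM KCl, 5 mM MgCl2, 1 mM DTT was treated with compound at 76 uM single dose, then 10 uM ATP, 30 min at 37 °C. ADP was read by HTRF Transcreener.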
EPAC1 antag – qHTS for Antagonist of cAMP-regulated guanine nucleotide exchange factor 3 (EPAC1): primary screen; EPAC1 GEF assay, Rap1b-BODIPY-GDP exchange fluorescence; Potency, µM (titrated, usually from 115 µM), for the others: at the top dose activity change, negative = inhibition, most hits filed as inhibitors; 360,000 tested, 0.14% active; AID 720709, 2013;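 note: potency is the fitted concentration of half-maximal effect; plate controls were vehicle for no effect and positive control for full effect; nearly all actives have a fitted effect of over 50% in size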
EPAC1 agonist – qHTS for Agonist of cAMP-regulated guanine nucleotide exchange factor 3 (EPAC1): primary screen. Potency, µM (highest dose often 154 µM), for inactives: top-dose activation, hits mostly activators. Rap guanine nucleotide exchange factor 3 (Homo sapiens), O95398. AID 720707, 2013. EPAC1 agonist qHTS, biochemical assay; response scale: 100% = response to 6.5 mM cAMP. 360,000 tested, 0.073% active; note: potency is the fitted concentration of half-maximal effect; nearly all actives have a fitted effect of over 60% in size
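Multi-concentration qHTS readout: loss of Rap1B-bound BODIPY-GDP fluorescence driven by 100 nM EPAC1 with excess GDP (50 uM), monitored kinetically at room temperature; agonist response expressed relative to 6.5 mM cAMP.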
EPAC2 antag – qHTS for Antagonist of cAMP-regulated guanine nucleotide exchange factor 2 (EPAC2): primary screen; Rap guanine nucleotide exchange factor 4 (Homo sapiens), Q8WZA2; EPAC2 GEF exchange of Rap1B-BODIPY-GDP, fluorescence; Potency, µM (series often up to 114 µM), for inactives: top-dose activity, negative = inhibition, most hits filed as inhibitors; 360,000 tested, 0.18% active; note: potency is the fitted concentration of half-maximal effect; % is set by controls: 0 for no effect and ±100 for the full control effect; nearly all actives have a fitted effect of over 45% in size; many of its hits are not listed in these tables
MmCpn inh – Inhibitors of TCP-1 ring complex (TRiC) of Methanococcus maripaludis (MmCpn): qHTS. purified Mm-Cpn ATPase, ADP Transcreener TR-FRET. Potency, µM (doses to about 76.9 µM), for inactives: top-dose activity, negative = inhibition, most hits filed as inhibitors. 330,000 tested, 0.031% active. Chaperonin Mm-Cpn (Methanococcus maripaludis); note: potency is the fitted concentration of half-maximal effect; % is set by controls: 0 for no effect and ±100 for the full control effect; nearly all actives have a fitted effect of over 80% in size
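ATPase read-out: TR-FRET ADP immunoassay (anti-ADP Eu cryptate vs ADP-d2), ex 320 nm, em 590/665 nm; signal drops as ADP forms. Enzyme 25 nM, ATP 10 uM, 30 min at 37°C after 10 min compound preincubation.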
PLK1 PBD inh – qHTS for Inhibitors of PLK1-PDB (polo-like kinase 1 - polo-box domain): Primary Screen; Serine/threonine-protein kinase PLK1 (Homo sapiens), P53350; 360,000 tested, 2.8% active; AID 720504, 2013; Potency, µM, for inactives: max response, negative = inhibition, actives largely listed as inhibitors; Plk1 PBD binding of FITC phosphopeptide, fluorescence polarization; note: potency is the fitted concentration of half-maximal effect; series mostly up to about 57 µM; % is set by controls: 0 for no effect and ±100 for the full control effect; nearly all actives have a fitted effect of over 65% in size
Target sequence (P53350 whole entry, looked up, the tested form may be a part): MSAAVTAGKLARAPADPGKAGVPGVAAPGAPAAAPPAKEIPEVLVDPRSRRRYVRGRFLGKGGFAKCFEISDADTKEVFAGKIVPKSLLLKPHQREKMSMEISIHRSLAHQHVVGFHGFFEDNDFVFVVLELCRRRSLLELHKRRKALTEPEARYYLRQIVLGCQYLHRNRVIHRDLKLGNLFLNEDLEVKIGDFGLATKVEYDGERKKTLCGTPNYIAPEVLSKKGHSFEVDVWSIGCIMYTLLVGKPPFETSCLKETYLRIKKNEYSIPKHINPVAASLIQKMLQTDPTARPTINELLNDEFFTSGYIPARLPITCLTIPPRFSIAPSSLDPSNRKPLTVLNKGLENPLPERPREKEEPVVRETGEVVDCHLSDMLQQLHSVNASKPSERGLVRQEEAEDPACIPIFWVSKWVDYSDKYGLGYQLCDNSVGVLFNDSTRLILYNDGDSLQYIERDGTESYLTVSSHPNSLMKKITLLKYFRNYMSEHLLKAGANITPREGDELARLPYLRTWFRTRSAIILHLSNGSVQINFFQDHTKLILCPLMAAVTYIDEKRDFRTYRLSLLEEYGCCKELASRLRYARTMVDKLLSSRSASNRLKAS
WRN helicase inh – qHTS for Inhibitors of WRN Helicase; WRN helicase unwinding, fluorescent forked duplex, kinetic; 360,000 tested, 0.46% active; Potency, µM (titrated, usually from 114 µM), for the others: top-dose activity change, negative = inhibition, actives largely listed as inhibitors; note: potency is the fitted concentration of half-maximal effect; % is set by controls: 0 for no effect and ±100 for the full control effect; nearly all actives have a fitted effect of over 55% in size
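Screening of the MLSMR collection measured strand separation of a quenched forked DNA duplex (100 nM) by 20 nM WRN with 2 mM ATP, all final. Compounds were preincubated with enzyme 15 min at room temperature.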
The depositor's hits bear a star; u = inconclusive; x = no result given; [ ] = another dose, or the depositor's remark. Unless noted, calls come from the whole dose curve; as a rule, active = well fitted curve in the direction sought with a large enough effect; inconclusive = small, poorly fitted or top-dose-only effect, or another doubt; inactive = no such curve, though single readings can be large; an effect the other way counts as inactive or inconclusive. A portion of the library (hit frequency here may not be typical).

Order of values: PI5P4K alpha inh | CCT chaperon mod | EPAC1 antag | EPAC1 agonist | EPAC2 antag | MmCpn inh | PLK1 PBD inh | WRN helicase inh
[1] COc1ccc(Cl)cc1NC(=O)c1nnn(CC(=O)Nc2ccc3c(c2)OCO3)c1N
 : 0 | -3.3 | -8% | 6% | 2% | -10% | -7% | -3%
[2] CC(C)(C)[C@H]1CCC(=O)N([C@H](CSc2ccc(Br)cc2)Cc2ccccc2)CC1
 : 7 | 3.0 | -20% | 8% | -8% | 0% | -13% | -1%
[3] CCCn1c(N)c(C(=S)NC(=O)C2CC2)c(=O)n(C)c1=O
 : -7 | -3.5 | -2% | 6% | -7% | 2% | -9% | -26%
[4] Cc1oc(/N=C/c2ccccc2O)c(C#N)c1C
 : x | 0.6 | 1% | 3% | 6% | -1% | -8% | 3%
[5] COc1ccc(S(=O)(=O)n2c(CCN3CCOCC3)nc3ccccc32)cc1
 : 1 | -1.8 | 4% | 6% | 0% | -2% | -8% | -5%
[6] Cc1cc(=O)c(C(=O)c2ccccc2)c(C)o1
 : 3 | -0.6 | 15% | 6% | 1% | x | -16% | 3%
[7] CCCOc1ccc(C(=O)NCCC(=O)NCCCC(=O)O)cc1
 : 6 | 1.1 | 1% | 1% | 34%[activator] | -1% | -7% | -13%
[8] CC(OC(=O)C1CC(=O)N(Cc2ccccc2)C1)C(=O)Nc1ccc(F)cc1Cl (stereo not given)
 : 3 | -0.5 | 4% | -2% | 6% | 1% | 0% | -3%
[9] COc1ccc(OC)c(NC(=O)CNC(=O)c2ccc([N+](=O)[O-])cc2)c1
 : 1 | 1.1 | -15% | -2% | 1% | -1% | -5% | -5%
[10] CSCCC(NC(=O)OC(C)(C)C)C(=O)NC(C(=O)NC(CC(C)C)C(N)=O)C(C)C (stereo not given)
 : x | -0.3 | -10% | -1% | -1% | 0% | -2% | -15%
[11] COc1ccc(C(=O)N2CCN(CCNC(=O)C(=O)Nc3ccc(F)cc3)CC2)cc1
 : 0 | 1.1 | 10% | -6% | 7% | 0% | 4% | 3%
[12] Cc1ccc(-n2nnnc2CNC(=O)C(=O)c2c[nH]c3ccccc23)cc1C
 : -5 | 0.0 | -1% | 0% | -17% | x | 3% | 1%
[13] COC(=O)c1sc(NC(=O)/C=C/c2ccc(C)o2)nc1C
 : 3 | -1.0 | 2% | 6% | 1% | 0% | -20% | 8%
[14] CC(C)(O)C#Cc1ccc(C(=O)N2CCN(c3ccc([N+](=O)[O-])cc3)CC2)cc1
 : 5 | -2.2 | -9% | -3% | -5% | 0% | 11% | -4%
[15] O=C(O)CCCN1C(=O)C2C3CCC(C3)C2C1=O (stereo not given)
 : -3 | 2.6 | -11% | -13% | 2% | x | 0% | 5%
[16] O=C(/C=C\Nc1ccc(Br)cc1)c1cccnc1
 : -7 | 1.1 | -3% | -7% | 2% | 0% | 1% | 2%
[17] COc1ccccc1/C=N/NC1=NCCCCC1
 : x | -1.8 | -1% | -4% | 7% | -6% | -1% | -4%
[18] Cc1ccc(S(=O)(=O)Nc2cccc(C(=O)N3CCN(c4ccccc4O)CC3)c2)cc1F
 : -13 | -0.7 | -8% | 8% | -8% | 2% | -13% | 0%
[19] O=[N+]([O-])c1ccc(COc2cccnc2)cc1
 : -4 | -5.0 | -8% | 0% | -10% | -3% | -2% | 5%
[20] Cc1cc(C(=O)Nc2ccc(C)c(S(=O)(=O)N3CCOCC3)c2)c(C)o1
 : 0 | -2.3 | -16% | -4% | 5% | 1% | -7% | -34%
[21] CCn1nnc(NC(=O)c2sc3ccccc3c2Cl)n1
 : 1 | -2.2 | -2% | 2% | 0% | -3% | -5% | -8%
[22] O=C(Nc1nc(-c2ccc(S(=O)(=O)N3CCCC3)cc2)cs1)c1ccco1
 : -5 | -0.6 | -4% | 9% | 6% | -26% | -6% | -4%
[23] Cc1cccc(S(=O)(=O)NC(=O)C2(C)CCN2C(=O)C2(c3ccc(Cl)cc3)CC2)c1 (stereo not given)
 : 3 | 0.1 | 0% | -14% | -15% | x | -4% | 4%[57.1 µM]
[24] CC(=O)NCCn1c(SCc2ccccc2F)nc2ccccc2c1=O
 : x | -0.6 | 1% | -3% | 11% | -1% | -1% | 5%
[25] CCNC(=S)N=Nc1c(O)[nH]c2ccc(C(C)C)cc12
 : 0 | -1.4 | -3% | -7% | 7% | 1% | -3% | 7%
[26] O=C(c1ccc(Cl)c(Cl)c1)N1CCCC1
 : 5 | -0.6 | -12% | 0% | 3% | 0% | -21% | -10%
[27] Cc1ccc(-c2n[nH]c(=S)nc2-c2ccc(C)cc2)cc1
 : -25 | -0.4 | -14% | -7% | 7% | -2% | -52% | -5%
[28] Cc1ccc(CNC(=O)C(NS(=O)(=O)c2cccc3nsnc23)c2ccccc2)cc1 (stereo not given)
 : 2 | -3.3 | 17% | -12% | 13% | -5% | 5% | -25%[57.1 µM]
[29] COc1ccc(C(=O)O)cc1NC(=S)NC(=O)Cc1ccc(Cl)cc1
 : -4 | -1.1 | -2% | 4% | 0% | 0% | 3% | -2%
[30] O=C(O)CCNC(=O)/C(=C\c1ccco1)NC(=O)c1ccco1
 : 2 | 0.2 | 7% | 18% | 6% | -1% | -9% | 0%

Order of values: PI5P4K alpha inh | CCT chaperon mod | EPAC1 antag | EPAC1 agonist | EPAC2 antag | MmCpn inh | PLK1 PBD inh | WRN helicase inh
[31] Cc1ccc(S(=O)(=O)N2CCN(Cc3nc4ccccc4[nH]3)CC2)cc1C
 : -25 | -0.3 | 7% | 4% | 6% | -1% | -2% | -2%
[32] CC(=O)c1c(O)cc(=O)n(-c2ccccc2)c1-c1ccc(Cl)cc1
 : -7 | -2.5 | 2% | 6% | -12% | 0% | -10% | -3%
[33] COc1ccc(NC(=O)CN(C)C(=O)c2cn(-c3ccccc3)nc2-c2ccc(OC)cc2)cc1
 : 5 | -3.2 | -9% | 14% | 4% | -1% | -16% | -1%
[34] COc1cccc(C2Nc3ccc4ccccc4c3C3=C2C(=O)CCC3)c1O (stereo not given)
 : -14 | 0.0 | -13% | 3% | 2% | 0% | 5% | 11%
[35] COC(=O)CCN(C(=O)c1ccc(Cl)c([N+](=O)[O-])c1)c1ccccn1
 : 4 | -1.6 | -6% | -3% | -2% | -1% | 2% | 7%
[36] Cc1cc(-c2csc(N)n2)c(C)n1CCc1ccccc1
 : u | 1.4 | 2% | -5% | 8% | -4% | u | -6%
[37] Cc1nc2nc(-c3ccco3)[nH]n2c(=O)c1C
 : x | 2.5 | -1% | 6% | -2% | -2% | 1% | -13%
[38] CCOCCCNC(=S)Nc1ccc2nc(N3CCOCC3)cc(C)c2c1
 : -10 | 0.8 | 12% | -6% | -2% | -1% | -10% | 9%
[39] NC(=O)c1c(NC(=O)CCCn2cnc([N+](=O)[O-])n2)sc2c1CCCC2
 : -21 | -0.8 | -2% | -1% | -13% | 1% | 4.7µM* | -23%
[40] Cc1cccc2nc(Cn3c(=O)n(CCC(=O)NCc4ccco4)c(=O)c4ccccc43)cc(=O)n12
 : 9 | 2.7 | 15% | 4% | 12% | x | -2% | -12%
[41] Cc1ccnc(NC(=O)c2ccc(Cl)c(S(=O)(=O)N3CCCC3)c2)c1
 : -3 | -0.4 | 3% | -3% | -3% | 0% | 6% | -6%
[42] O=C(NCCCN1CCCC1=O)c1csc2ccccc12
 : x | 1.2 | 2% | -1% | 12% | 1% | 0% | 0%
[43] COc1ccc(Cl)cc1NC(=O)CN(C)C(=O)CN1C(=O)NC2(CCCC2)C1=O
 : 8 | -1.3 | -11% | 4% | -8% | 1% | -6% | -8%
[44] O=C1c2ccccc2C(Nc2cccnc2)N1Cc1ccc2c(c1)OCO2 (stereo not given)
 : -6 | -1.2 | -4% | -3% | -12% | -2% | -12% | -2%
[45] C=CCOc1ccc(CN(C)c2ccc(S(=O)(=O)N3CCN(C)CC3)cc2[N+](=O)[O-])cc1
 : -1 | -2.1 | -23% | 17% | -13% | 1% | -4% | -6%
[46] CCOc1ccc(-n2c(-c3ccccc3)c[nH]c2=S)cc1
 : -16 | -0.5 | -4% | -4% | -11% | -8% | -3% | -2%
[47] CCN(CC(=O)NCc1ccc(Cl)cc1)C(=O)/C=C/c1cccs1
 : 3 | 1.9 | -17% | 6% | -4% | -1% | -15% | 4%
[48] COC(=O)/C(=C\Nc1ccc(Cl)cc1Cl)NC(=O)c1ccc(Cl)cc1Cl
 : -3 | -3.5 | 2% | 1% | 5% | x | -6% | 1%
[49] CCOC(=O)C1(Cc2ccccc2C)CCCN(C(=O)CCC(=O)OC)C1 (stereo not given)
 : 4 | 0.7 | 9% | 2% | 10% | 0% | -3% | -13%
[50] O=C(COC(=O)c1ccccn1)NC1CCCCC1
 : 8 | -2.1 | 7% | 0% | 5% | 0% | -2% | 4%
[51] CC(C)C1C(=O)N(Cc2cn(Cc3ccco3)nn2)CCS(=O)(=O)N1Cc1ccc(-c2ccc(F)nc2)cc1 (stereo not given)
 : 2 | -1.0 | 9% | -13% | 2% | x | -29% | 2%
[52] CC(C)S(=O)(=O)C1=NSC2=NC(=O)/C(=C\c3ccc(-c4cccc(C(=O)O)c4)o3)C(=N)N21
 : -104* | 0.1 | -8% | 8% | -11% | -8% | -14% | u
[53] CC1CC(C)CN(C(=O)c2cc(S(=O)(=O)N3CCCCC3)ccc2Cl)C1 (stereo not given)
 : 2 | -1.4 | -28% | -12% | -24% | -2% | -2% | 5%
[54] Cc1ccc(C(=O)C2=C(O)C(=O)N(c3ncccn3)C2c2ccc(F)cc2)o1 (stereo not given)
 : -7 | -4.0 | 16% | -4% | 4% | -20% | -7% | 15%
[55] COc1ccc2c(COC(=O)CNS(=O)(=O)c3ccccc3)cc(=O)oc2c1
 : u | 0.6 | 5% | 4% | -1% | -6% | -2% | -3%
[56] O=C(Nc1cccnc1)c1ccc(N2CCCC2)c([N+](=O)[O-])c1
 : 1 | -1.0 | u | 4% | 6% | -1% | -15% | -31%
[57] O=C(CCCN1C(=O)c2ccccc2C1=O)Nc1cccc(S(=O)(=O)NC2=NCCC2)c1
 : 4 | -2.1 | 12% | -6% | 7% | 2% | -9% | 11%
